S100A4 MyoIIA = blocks human S100A4 binding to myosin IIA peptide. S100A4/TAMRA-MyoIIA peptide fluorescence polarization. AID 652163. P26447. inhibition, % at 10.7 µM. 360,000 tested, 0.14% active;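 active = mean inhibition of at least 70% across replicates, with every replicate also reaching that level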
Target sequence (P26447 whole entry, looked up): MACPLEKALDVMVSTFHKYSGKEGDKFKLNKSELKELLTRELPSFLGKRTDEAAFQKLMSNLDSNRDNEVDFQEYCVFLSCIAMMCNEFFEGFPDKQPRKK
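Compound dosing: one dose per compound; test system: human S100A4 monomer with TAMRA-labelled myosin IIA peptide; probe or stimulus: TAMRA-labelled myosin IIA heavy-chain peptide probe, 5 nM; medium: HEPES buffer with Ca2+, pH 7.2; schedule: 5 min incubation before reading; benchmarks: neutral control DMSO, positive control TFP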
XiGFP reactiv = X-chromosome reactivation activator | XiGFP mouse fibroblasts, % GFP-positive cells imaging, 3 d; cells co-treated with 5-aza-dC sensitizer; scaled so ellipticine positive control = 100% | activation, % at 7.58 µM | 360,000 tested, 0.055% active | AID 743238;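 active = mean normalized replicate activation at least 10% and every replicate at or above 10%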;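 note: 0% = median of on-plate neutral control wells and 100% = ellipticine 6 µM median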
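Assay system – SV40-immortalized XiGFP fibroblast cells, line 68-5-11 · Buffer or medium – DMEM supplemented with 5-aza-dC as sensitizing agent · Dosing – one concentration, pinned · Benchmarks – positive control ellipticine, 6 µM final · Times – 3 days compound exposure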
PGC1a acetyl inh = lowers PGC1a acetylation signal in U2OS cells. inhibition, % at 15.6 µM. AlphaScreen anti-acetyl-lysine; with virally co-expressed GCN5 acetyltransferase. 350,000 tested, 0.17% active;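 active = every replicate shows inhibition of at least 40%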;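 note: 0% = neutral control wells and 100% = positive control wells; some results beyond the cut were filed as inactive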
LGR2 antag = inhibitors of bursicon-induced Drosophila LGR2 receptor cAMP signaling; HEK293 LGR2, CRE-luciferase, bursicon-stimulated, 4 h; inhibition, % at 9.99 µM; 380,000 tested, 0.35% active; AID 720647;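 active = drop in luminescence signal, shown as inhibition above about 50% in the replicate tests, limit read from the data, passing the limit was not always enough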;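 note: agonist challenge used bursicon conditioned medium at about half maximal strength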
SIRT5 block = sirtuin-5 (human) deacylase inhibition; inhibition, % at 15 µM; 330,000 tested, 1.1% active; Purified SirT5, succinyl-peptide AMC, trypsin-coupled fluorescence; Q9NXA8; in the data active = inhibition above about 15%
Target sequence (Q9NXA8 whole entry, looked up): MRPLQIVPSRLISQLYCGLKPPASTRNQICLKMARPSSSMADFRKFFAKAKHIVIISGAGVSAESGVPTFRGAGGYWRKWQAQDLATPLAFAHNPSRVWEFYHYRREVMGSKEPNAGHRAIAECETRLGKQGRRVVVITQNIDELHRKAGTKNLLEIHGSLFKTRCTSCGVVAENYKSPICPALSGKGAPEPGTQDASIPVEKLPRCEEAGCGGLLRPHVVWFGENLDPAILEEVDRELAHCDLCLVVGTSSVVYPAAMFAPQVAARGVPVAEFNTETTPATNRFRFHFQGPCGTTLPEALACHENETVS
C2C12 statin = protects C2C12 myotubes from simvastatin toxicity | ATP luminescence, 48 h; scaled: DMSO 0, geranylgeraniol control 100 | rescue of ATP level, % at 7.49 µM | 330,000 tested, 0.78% active | AID 602340;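 active = mean ATP rescue above about 67%, or every replicate alone reaching that limit, limit read from the data, passing the limit was not always enough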;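 note: myotubes were challenged with 10 µM simvastatin during compound exposure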
ERAP1 HTS inh = ERAP1 (human) enzyme inhibition | inhibition, % at 10.7 µM | 340,000 tested, 0.15% active | Q9NZ08 | recombinant ERAP1, Leu-AMC fluorescence, 60 min | AID 652197;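 active = mean replicate inhibition of at least 30%, or all replicates individually reaching that 30% level; inactive = mean below 30% and not every replicate reaching it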;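 note: 0% = neutral control wells and 100% = L-leucinethiol positive control wells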
Cneo AK release = Cryptococcus neoformans lysis via adenylate kinase release | C. neoformans lysis, adenylate kinase release luminescence, 4 h; normalised: neutral wells 0, clomiphene wells 100 | lysis activity, % at 15 µM | 360,000 tested, 0.2% active | AID 651654;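 active = mean lysis activity across replicates of at least 80%, whatever share of replicates individually reach that level; inactive = mean lysis activity below 80%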
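Assay system: C. neoformans cells. Amount: yeast cell density of 5 × 10^6 cells/mL. Technique: AK luminescence. Buffer or medium: YPD. Times: static 4 h at 37 °C with compound, 1 h detection. Dosing: single-point compound dose. Read-out: lysis from increased AK signal.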
* hit, by the source's call; nt = not tested or not shown. The list is partial; count on the stated rates, not on these rows.

smiles | S100A4 MyoIIA | XiGFP reactiv | PGC1a acetyl inh | LGR2 antag | SIRT5 block | C2C12 statin | ERAP1 HTS inh | Cneo AK release
CCCc1nc2ccccc2n1CC(O)COc1ccc(NC(C)=O)cc1 (configuration not stated) | -2 | 0.2 | nt | 0 | -8 | nt | -2 | nt
C[C@@H]1CN([C@@H](C)CO)S(=O)(=O)c2ccc(C#CC3CCCC3)cc2O[C@H]1CN(C)Cc1cncnc1 | 13 | -0.4 | -16 | -4 | 5 | -49 | 4 | 3
CC(C)c1ccccc1NC(=O)COC(=O)Cc1ccsc1 | 6 | 1.0 | nt | 9 | -4 | nt | 10 | 1
CCn1c(=O)c(C(=O)NNC(=O)c2ccccc2)c(O)c2ccccc21 | -1 | 0.2 | 4 | 20 | 0 | 11 | 10 | 1
O=C(CN1C(=O)c2ccccc2C1=O)c1ccc(F)cc1 | -1 | 0.0 | 2 | -4 | -6 | 3 | 2 | 1
CN(Cc1ccccc1)C(=O)CCC1CCN(S(=O)(=O)N(C)C)CC1 | 0 | 0.1 | -11 | -13 | 0 | -1 | 0 | 3
CCC(C(=O)NC1CCCCC1)n1c(SCc2ccc(F)cc2)nc2ccncc21 (configuration not stated) | -3 | 0.0 | -1 | 3 | 0 | 10 | -3 | 0
Cc1cc2c(cc1C)C(=O)C(=O)N2 | 4 | -0.1 | nt | 20 | 3 | nt | 3 | nt
CCOC(=O)C1=CCC(c2cccc(C)c2)N(S(=O)(=O)c2ccc(C)cc2)C1 (configuration not stated) | -12 | nt | -34 | -2 | -4 | 2 | 0 | 0
c1cc(C2CCCCC2)ccc1Oc1nc(N2CCOCC2)nc(N2CCOCC2)n1 | nt | nt | -5 | 16 | nt | 9 | nt | -3
Cc1nc(C)c(C(=O)N2CCCC(C(=O)c3ccc4ccccc4c3)C2)s1 (configuration not stated) | -4 | 0.5 | nt | -17 | -1 | nt | 4 | 6
Oc1ccccc1CN1CCN(C(O)(c2ccccc2)c2ccccc2)CC1 | -4 | 0.0 | nt | nt | 1 | -12 | -3 | -2
CCCCN(C(=O)c1ccc(C)c(S(=O)(=O)N2CCOCC2)c1)c1c(N)n(CC(C)C)c(=O)[nH]c1=O | -1 | 0.1 | nt | -3 | -4 | 3 | 4 | 3
CCOc1ccc(C(c2c(C)n(C)n(-c3ccccc3)c2=O)c2c(C)n(C)n(-c3ccccc3)c2=O)c(O)c1 | -3 | 0.0 | 3 | nt | -6 | nt | 2 | -2
O=C(c1ccccc1)C(c1ccccc1)c1ccccc1 | -6 | 0.0 | -5 | -4 | -2 | 7 | 5 | -10
COc1ccccc1CNC(=O)C[C@H]1C=C[C@H](NC(C)=O)[C@H](CO)O1 | -7 | -0.4 | -3 | 30 | 1 | -6 | 2 | 5
CCN(C(=O)CSc1nc2ccccc2[nH]1)C1CCS(=O)(=O)C1 (configuration not stated) | -2 | -0.1 | 5 | 8 | -2 | -10 | 6 | 5
Cc1cc(C)c(OCC(=O)OCC(=O)NC2CCCCCCC2)c(C)c1 | -10 | 0.0 | nt | -7 | -4 | -1 | 0 | -7
CCOC(=O)N1CCC2(CC1)C(C#N)=C(N)Oc1c2c(C)nn1-c1cccc(Cl)c1 | -5 | nt | -12 | -4 | 1 | 10 | 0 | 9
CN1CCN(C2CCN(c3cccc(Cl)c3)CC2)CC1CCO (configuration not stated) | 0 | 0.1 | nt | 3 | -4 | 3 | -2 | 0
Cc1cc(C(=O)Nc2cccc(C)c2C)n(-c2ccccc2)n1 | -2 | 0.0 | -12 | -26 | -2 | 9 | 1 | 1
C[C@@H]1CCCCO[C@H](CN(C)C(=O)Nc2ccc3c(c2)OCO3)[C@@H](C)CN([C@H](C)CO)C(=O)c2cc(NC(=O)c3ccccc3)ccc2O1 | -5 | 0.2 | 3 | 1 | -4 | nt | 0 | -1
Cc1ccccc1S(=O)(=O)NCC[C@H]1CC[C@@H](NC(=O)C2CCC2)[C@H](CO)O1 | -3 | -0.7 | 1 | 10 | 10 | -4 | -2 | -1
Cc1cc(NC(=O)c2c(Cl)cnn2C)no1 | nt | nt | -4 | -21 | nt | 1 | nt | 0
COc1ccc(C2CC(=O)N(CC(=O)NCC3CCCO3)c3ccccc3S2)cc1OC (configuration not stated) | -3 | 0.1 | nt | -77 | -2 | 1 | -3 | -2
COc1ccc2nc(-c3cccc(N)c3)[nH]c2c1 | nt | nt | -9 | -5 | nt | -36 | nt | -8
CO[C@H]1CN(C)C(=O)c2cc(NC(=O)Nc3ccccc3F)ccc2OC[C@@H](C)NC[C@H]1C | 2 | 0.1 | -8 | -20 | 9 | -14 | -5 | 0
COc1cccc(C(=O)Nc2ccc3c(c2)OC[C@H](C)N(C(=O)C2CCCC2)C[C@@H](C)[C@H](OC)CN(C)C3=O)c1 | -41 | 0.0 | nt | -3 | 3 | -4 | 1 | -2
CC(=O)NS(=O)(=O)c1ccc(NC(=O)c2ccc(NC(=O)c3cccs3)cc2)cc1 | -4 | 0.0 | 12 | 5 | -4 | 0 | -5 | -3
CCOc1ncccc1C(=O)OCC(=O)c1cccs1 | -1 | nt | -14 | 9 | 1 | 14 | -2 | 1

Additional structures.
smiles | S100A4 MyoIIA | XiGFP reactiv | PGC1a acetyl inh | LGR2 antag | SIRT5 block | C2C12 statin | ERAP1 HTS inh | Cneo AK release
C[C@H](NC(=O)C1CCN(S(=O)(=O)c2ccccc2)CC1)C(=O)NCc1cccnc1 | -2 | 0.0 | -5 | -6 | 2 | 7 | -5 | 1
O=C(CNC(=O)c1ccco1)OCC(=O)c1cccc2ccccc12 | nt | nt | -7 | 9 | nt | 8 | nt | 1
Cc1ccc(C)c(OCCn2cc(/C=C(\C#N)C(=O)NCc3ccco3)c3ccccc32)c1 | 1 | 0.7 | nt | -10 | 0 | nt | 1 | nt
COc1ccc(C2CC(=O)C(C=NCCCO)=C(O)C2)cc1 (configuration not stated) | 37 | -0.1 | nt | 29 | 3 | 10 | 2 | -1
C[C@H](CO)N1C[C@H](C)[C@@H](CN(C)C(=O)NC2CCCCC2)Oc2cc(C#Cc3cccc(F)c3)ccc2S1(=O)=O | nt | -0.7 | -10 | 22 | nt | 0 | nt | nt
C[C@@H]1CN([C@@H](C)CO)C(=O)c2cc(NS(=O)(=O)c3ccccc3)ccc2O[C@@H]1CN(C)C(=O)Nc1ccc2c(c1)OCO2 | -3 | 0.0 | 4 | 9 | 0 | nt | 2 | -1
COc1cc2c(cc1OC)C(COc1ccc(C(C)C)cc1)NCC2 (configuration not stated) | -48 | 0.0 | nt | 12 | 0 | 45 | -1 | 0
CN1c2ccc(-c3ccc(F)cc3)cc2[C@@H]2[C@@H](CCN2C(=O)C2CCOCC2)[C@H]1CO | 5 | 0.0 | 8 | 11 | 1 | 1 | -13 | 73
OCC[C@@H]1C[C@H](O)[C@@H](O)[C@@]2(CCc3ccccc3CO2)O1 | 0 | 0.2 | -1 | -13 | nt | 6 | -4 | 2
Cc1ccc(CN(CC(=O)NCC2CCCO2)S(=O)(=O)c2ccc(C)cc2)cc1 (configuration not stated) | -1 | 0.3 | -3 | -3 | nt | -13 | -2 | 2
COc1ccc(/C=N/NC(=O)c2cccnc2)c(C(=O)O)c1OC | -4 | 1.5 | -3 | 4 | -2 | -12 | nt | 0
Cc1noc(C)c1S(=O)(=O)N(C)C[C@@H]1OCCCC[C@@H](C)Oc2ccc(NC(=O)c3ccccc3)cc2C(=O)N([C@H](C)CO)C[C@H]1C | 2 | -0.4 | -11 | 10 | 0 | nt | 0 | 0
COc1ccc(OC)c(S(=O)(=O)N2CCC(C(=O)NCc3cccnc3)CC2)c1 | -3 | 0.0 | -1 | 2 | 0 | -9 | -1 | -2
Cc1ccc(C)c(NC(=O)c2cc(-c3cccnc3)nc3ccccc23)c1 | -2 | 0.1 | 2 | -20 | -3 | nt | 2 | nt
Cc1ccc(OCC(=O)NNC(=O)c2ccc(F)c(S(=O)(=O)N3CCOCC3)c2)cc1C | -9 | 0.5 | -2 | 4 | 1 | 7 | -8 | 1
CO[C@@H]1CN(C)C(=O)c2cc(NC(=O)C3CC3)ccc2OC[C@H](C)N(Cc2cccc(F)c2)C[C@@H]1C | -2 | -0.4 | 3 | 2 | 1 | 8 | 1 | -2
CCOC(=O)c1c(S(=O)(=O)NCc2ccc(OC)cc2)c(C)n(C)c1C | 0 | 0.0 | 1 | 0 | 5 | 0 | 3 | 8
O=C(OCC(=O)N1CCCC1=O)c1ccc(O)cc1O | 0 | -0.1 | nt | -12 | -1 | -10 | -1 | nt
CCOC(=O)C1=CCN(S(=O)(=O)c2ccc(C)cc2)C1c1ccc(C)cc1 (configuration not stated) | -4 | -0.1 | -13 | -8 | -4 | -2 | 0 | 0
COc1ccc(C(=O)CC(=O)C(=O)Nc2cc(Cl)c(OC)cc2OC)cc1 | -5 | 0.4 | nt | -5 | -9 | 10 | 1 | nt
Cc1noc(C)c1NC(=O)Nc1ccc2c(c1)C(=O)N([C@H](C)CO)C[C@@H](C)[C@@H](CN(C)Cc1ccncc1)O2 | 6 | -1.3 | -4 | -1 | -2 | -13 | 1 | -2
Cc1nccn1CCCNC(=O)CC1C(=O)NCCN1Cc1ccc(F)cc1Cl (configuration not stated) | -6 | 0.4 | -6 | 17 | 1 | 2 | 3 | 1
CC1(C(=O)NS(=O)(=O)c2ccc(Cl)cc2)CCN1C(=O)Cc1ccc(Cl)cc1Cl (configuration not stated) | 0 | -0.2 | -7 | 31 | 0 | 2 | 0 | 5
CCn1cc(C(=O)NCCCN(CC(C)C)CC(C)C)c(=O)c2cc(S(=O)(=O)N(C)C3CCCCC3)ccc21 | 4 | 0.0 | -1 | 5 | 3 | 0 | 2 | 1
O=C(NNC(=O)c1cc(Br)c(Br)s1)c1csc(N2CCOCC2)n1 | 0 | -0.1 | nt | 2 | -2 | nt | -2 | nt
CN(C)S(=O)(=O)N1CCCC(C(=O)c2ccc(-c3ccccc3)cc2)C1 (configuration not stated) | -3 | 0.0 | -22 | 30 | -5 | nt | 0 | nt
C[C@@H]1COC(=O)[C@H](CC(=O)OC(C)(C)C)C/C=C\C[C@@H](CC(=O)N[C@H](CO)Cc2ccccc2)C(=O)N1 | 3 | -0.1 | nt | 0 | -2 | 0 | 0 | -2
O=C(Nc1ccc(-c2nc3cccnc3s2)cc1)c1cccnc1Cl | -4 | 0.5 | 12 | 9 | -1 | 1 | -5 | -7

Single records, from the list above. Order of screens: S100A4 MyoIIA | XiGFP reactiv | PGC1a acetyl inh | LGR2 antag | SIRT5 block | C2C12 statin | ERAP1 HTS inh | Cneo AK release
Profile of CN1c2ccc(-c3ccc(F)cc3)cc2[C@@H]2[C@@H](CCN2C(=O)C2CCOCC2)[C@H]1CO → 5 | 0.0 | 8 | 11 | 1 | 1 | -13 | 73
Profile of C[C@H](CO)N1C[C@H](C)[C@@H](CN(C)C(=O)NC2CCCCC2)Oc2cc(C#Cc3cccc(F)c3)ccc2S1(=O)=O → nt | -0.7 | -10 | 22 | nt | 0 | nt | nt
Profile of COc1ccc(C2CC(=O)C(C=NCCCO)=C(O)C2)cc1 (configuration not stated) → 37 | -0.1 | nt | 29 | 3 | 10 | 2 | -1
